Hep lipid drop – inhibitors of hepatocyte lipid droplet formation, primary screen, imaging, high-throughput imaging, BODIPY stain | AML12 mouse hepatocytes, oleate lipid droplets | inhibition, % at 6.5 µM | 240,000 compounds, 0.4% hits | AID 1656, 2009;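 active = lipid droplet intensity inhibited by at least 50%, with more than 500 cells counted; inconclusive = wells with under 300 cells, treated as cytotoxic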
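Assay system: AML12 mouse liver cells | Compound: 6.5 µM single-point dosing | Schedule: Overnight exposure | Technique: Fluorescence imaging, 20x objective, two fields per well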
West Nile virus CPE – West Nile virus antiviral activity, cell-based, CPE readout (AID 1621) | West Nile virus-infected cells, CPE inhibition; higher % means a stronger effect | CPE inhibition, % at 10 µM; hits with a dose series show IC50 in µM | 290,000 compounds, 0.02% hits; in the data active = a potency from the dose series; inconclusive = CPE inhibition mostly from about 3.7% at the one dose, without a potency; inactive = the rest, 99 in 100 with CPE inhibition below about 2.2%; note: strong numbers were not always called active
Insulin prom up – insulin promoter activators in MIN6 cells, imaging, high-content screening, mouse beta cells; MIN6 insulin promoter-GFP reporter; stronger effect = higher value; z-score at 5 µM; 190,000 compounds, 0.3% hits; AID 1625, 2009;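 active = z-score above 3 at 5 µM with at least 500 cells counted in the well; inconclusive = wells under 500 cells, flagged as cytotoxic or low count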
Myeloid diff 2 – induction of myeloid progenitor differentiation, primary screen, cell-based, flow cytometry, MLPCN library; 360,000 compounds, 1% hits; calls only at 10 µM; ER-HoxA9 myeloid progenitors, lysozyme-GFP differentiation; AID 624256, 2012;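 active = normalized GFP-positive differentiation at or above the plate's own cutoff, the solvent-only control mean plus 3 SD; inconclusive = no clear call, values can overlap the other calls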;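 note: cells exposed to compound for four days before flow analysis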
MT stabilize HCS – microtubule stabilizers in HeLa cells, primary screen, imaging, high-content imaging; HeLa tubulin immunostaining HCS, 24 h; share of cells brighter than vehicle mean+2SD; 200,000 compounds, 0.83% hits; % tubulin-high responders, % at 10 µM;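 active = plate Z-score above 3 for both tubulin-high and condensed-nucleus cell shares, with cell loss under 80%, at 10 µM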;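 note: anti alpha tubulin signal scored within the nucleus-defined area of each cell; some results filed as inactive read as strong as hits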
T cell HTS – modulators of CD8 T cell-vesicle binding, primary screen, mouse 2C CD8+ T cells, flow cytometry | 2C CD8+ T cell-vesicle binding; stronger effect = lower value | calls only at 7 µM | 330,000 compounds, 0.068% hits | AID 2052, 2009;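 active = response, share of CD8 T cells binding vesicles, and their 90th percentile fluorescence all below set limits, cut at about 80% in these data, passing the limit was not always enough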
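Incubation: binding step 1.5 h, 37 °C, antibody labelling 20 min, ice; system: murine 2C transgenic CD8+ T lymphocytes; technique: cytometric PE anti-B7-1 and Alexa647 anti-CD8 signals after 1% paraformaldehyde fixation; also added: QL9-charged Drosophila Ld/ICAM-1/B7-1 vesicles; control set: naked versus QL9-loaded vesicles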
WT yeast gro inh – growth inhibition of WT strain, primary screen, mitochondrial fusion inhibitor project, WT and mutant strains, chemical genetic; inhibition, % at 10 µM; mitochondrial fusion phenotypic screen; 190,000 compounds, 2.1% hits; in the data active = inhibition above about 58%; tested in S. cerevisiae
bCat nuc transl – modulators of beta-catenin nuclear translocation, primary screen, imaging, HeLa cells, immunofluorescence, high-content; nuclear translocation activity, % at 5 µM; 190,000 compounds, 0.3% hits; AID 1665, 2009;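 active = nuclear translocation activity above 50% at 5 µM, with a well cell count of 50 or more; inconclusive = wells under 50 cells across six images, flagged as toxic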;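 note: per-cell ratio of nuclear to cytoplasmic median beta-catenin stain intensity; plate controls were DMSO negative control for no effect and GSK-3 inhibitor IX positive control for full effect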
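assay system = human HeLa cells, endogenous beta-catenin | times = compound treatment 24 h, 37°C, 5% CO2 | detection = Anti-beta-catenin immunofluorescence on PFA-fixed, Triton-permeabilized cells, DAPI nuclei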
Autophagy mod – autophagy modulators in MEF cells, primary screen, imaging, high-content, MEF GFP-LC3; MEF GFP-LC3 puncta imaging; test concentration mostly 10 µM; calls only at 10 µM (by protocol); 190,000 compounds, 0.98% hits;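 active = percentage of spot-positive cells more than 3 SD above its plate mean, without a fluorescence outlier flag or 80% toxicity; inconclusive = no clear call, values can overlap the other calls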;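 note: spot-positive cell cutoff set from DMSO-treated cells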
WT yeast gro inh mutant strain – also measured in WT yeast gro inh; calls as there; inhibition, %; mitochondrial fusion phenotypic screen, mutant strain inhibition
Insulin prom up cell count – second read-out of Insulin prom up, no call of its own (marks repeat the call); cell count; measured here: cytotoxicity, nuclei count;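 total cells summed across four imaged fields per well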
Hep lipid drop cells 6.5 µM – also measured in Hep lipid drop; calls as there; cell count; measured here: cell count, cytotoxicity flag;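 cells counted across two imaged fields per well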
bCat nuc transl cell count 5 µM – recorded beside bCat nuc transl, whose call it bears; cell count; measured here: cell count, cytotoxicity flag
T cell HTS vesicle-bound % – recorded beside T cell HTS, whose call it bears; double positive events, %; measured here: CD8+ vesicle-bound cell fraction;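 binding gate set so that unloaded-vesicle control wells show 10% double positive cells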
MT stabilize HCS Hoechst-high % – further read-out of MT stabilize HCS, marked with its call; % Hoechst-high responders; measured here: nuclear condensation Hoechst responders;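 share of cells brighter than vehicle mean plus two SD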
MT stabilize HCS cytotoxicity % – recorded beside MT stabilize HCS, whose call it bears; toxicity, %; measured here: cytotoxicity by cell density;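 0% = mean cell density of plate MIN control wells and 100% = no cells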
Autophagy mod cell loss 18 h – second read-out of Autophagy mod, no call of its own (marks repeat the call); toxicity, %; measured here: cell loss, nuclei count;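 cell loss after 18 h compound exposure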
Myeloid diff 2 GFP+ MAC1+ % – recorded beside Myeloid diff 2, whose call it bears; GFP+ MAC1+ double positive, %; measured here: differentiation confirmed by MAC1 staining
Starred values were filed as active, the others as inactive; i = inactive; u = inconclusive; x = no result given.

SMILES	Hep lipid drop	Hep lipid drop cells 6.5 µM	West Nile virus CPE	Insulin prom up	Insulin prom up cell count	Myeloid diff 2	Myeloid diff 2 GFP+ MAC1+ %	MT stabilize HCS	MT stabilize HCS Hoechst-high %	MT stabilize HCS cytotoxicity %	T cell HTS	T cell HTS vesicle-bound %	WT yeast gro inh	WT yeast gro inh mutant strain	bCat nuc transl	bCat nuc transl cell count 5 µM	Autophagy mod	Autophagy mod cell loss 18 h
CCC(C(=O)NCCc1c[nH]c2ccc(C)cc12)c1ccccc1 (stereo not drawn)	4	847	-1.0%	x	x	i	0.1	x	x	x	i	50	x	x	x	x	x	x
Cc1ccc(S(=O)(=O)NC(C)(C)CSc2nncn2C)cc1	-1	782	0.2%	x	x	i	8.5	0.9	2.0	2.8	i	68	12	17	-3.8	1106	i	0
Cc1cccc2sc(NS(=O)(=O)c3ccccc3)nc12	-4	627	-0.5%	x	x	i	0.7	x	x	x	i	80	x	x	x	x	x	x
COc1ccc(NC(=O)CN(c2ccc(OC)c(Cl)c2)S(=O)(=O)c2ccccc2)cc1	-24	800	-1.1%	x	x	i	0.0	x	x	x	i	38	x	x	x	x	x	x
O=C(Cc1ccccc1)NCC(=O)OCC(=O)c1cccc([N+](=O)[O-])c1	3	593	0.2%	0.32	1399	i	0.2	1.6	3.0	11	i	35	-11	4	-0.7	986	i	-11
Cn1ccsc1=NC(=O)c1ccc(CS(C)(=O)=O)cc1	u	x	0.5%	x	x	i	1.7	x	x	x	i	18	x	x	x	x	x	x
CCOc1ccccc1CN1CCNC(=O)C1CC(=O)NCCc1ccccn1 (stereo not drawn)	-16	790	-0.2%	x	x	i	0.9	x	x	x	i	17	x	x	x	x	x	x
Cc1ccc(S(=O)(=O)Oc2ccccc2/C=N/O)cc1	-10	647	0.0%	0.88	1627	i	0.7	2.7	1.9	0.9	i	52	-1	2	-2.4	1082	i	5
COc1cc(C(=O)Nc2cccc(-c3nc4ccccc4o3)c2C)cc(OC)c1OC	x	x	0.0%	0.15	1224	i	1.3	4.8	3.0	13	x	x	8	4	-8.0	953	i	11
COc1ccc(Cl)cc1C(=O)Nn1cnnc1	-10	789	-0.3%	x	x	i	0.2	x	x	x	i	62	x	x	x	x	x	x
CCOC(=O)c1cn(CC)c2c(ccc3ccccc32)c1=O	-2	844	-1.3%	x	x	i	0.2	x	x	x	i	46	x	x	x	x	x	x
CC(CCc1ccccc1)NC(=O)c1ccncc1 (stereo not drawn)	5	676	-1.0%	0.55	1351	i	0.9	2.7	1.5	1.5	i	16	2	-49	x	x	i	-4
CN(c1ccc(OCC(=O)Nc2nc3ccccc3s2)cc1)S(=O)(=O)c1ccccc1	8	590	-0.5%	0.15	1520	i	0.3	6.5	4.8	4.8	i	61	9	28	-1.9	1070	i	5
CCOc1cc(C(=O)NC)cc(Br)c1OC	-5	710	0.0%	-0.15	1514	i	0.3	4.3	2.1	4.5	i	40	-2	8	-0.2	1511	i	6
Oc1ccc2c(c1)C1CCCC1(N1CCOCC1)O2 (stereo not drawn)	-30	620	-0.2%	0.45	1135	i	1.1	2.8	1.9	8.2	i	47	-17	-8	0.5	1053	i	14
O=C(CN(CCc1ccccc1)C(=O)c1csnn1)NC1CCCC1	-12	716	-0.4%	-0.16	1446	i	1.2	0.9	1.3	8.6	i	33	-9	-9	-3.0	1089	i	-15
CC(C)CCNC(=O)CSc1nc2ccccc2s1	-4	673	-0.2%	-0.06	1219	i	0.7	4.3	3.4	8.1	i	26	-9	26	-1.3	1047	i	7
COc1ccccc1N1CCN(CCCCOc2ccc(F)cc2)CC1	1	770	-0.9%	0.48	767	i	0.5	2.8	1.6	8.5	i	18	14	4	-2.4	1096	i	34
O=C(Cn1nnc2ccccc21)OCC(=O)c1ccc(Cl)c(Cl)c1	-4	733	0.1%	x	x	i	0.9	3.5	1.9	8.1	i	16	2	-7	0.4	992	i	10
O=C(NC(=S)NC1CCCCC1)c1ccccc1	19	664	-0.3%	x	x	i	0.9	x	x	x	i	34	x	x	x	x	x	x
CCn1c(=O)cc(OCC(=O)Nc2ccc(OC)c(OC)c2)c2ccccc21	10	686	-0.2%	-0.07	1368	i	0.3	3.4	2.8	7.5	i	46	0	0	1.3	1067	i	16
Cc1cc(C)c(NC(=O)CN2C(=O)NC3(CCCCC3)C2=O)c(C)c1	x	x	-0.4%	-0.59	1300	i	0.4	1.9	1.6	9.4	i	37	3	12	1.9	1105	i	-20
C=CCOc1ccc(C2/C(=C(\O)c3ccc(F)cc3)C(=O)C(=O)N2CCCN(C)C)cc1 (stereo not drawn)	x	x	0.4%	0.45	1257	i	0.9	3.2	2.3	9.5	i	11	5	21	-6.5	1037	i	5
CC(C)Cc1nnc(NC(=O)CSc2nc(O)c(Cc3ccccc3)c(=O)[nH]2)s1	-8	701	1.5%	-0.38	1561	i	0.0	3.1	2.8	6.8	i	14	-3	-8	-1.0	1047	i	-4
Cc1cc(C)c2[nH]c(=O)c(CN(Cc3ccccc3)C(=S)NCCCN(C)C)cc2c1	10	663	-1.7%	-0.25	1257	i	0.3	2.2	2.8	5.2	i	5	-2	16	1.2	1421	i	8
CN(C)C(=O)c1cnc(Sc2ncc(C(F)(F)F)cc2Cl)n1C	-50	823	0.0%	2.4	732	i	0.8	1.2	1.3	4.9	i	17	-16	-11	x	x	i	10
Cc1nc(=O)c(-c2ccccc2)c(C)n1-c1ccc(O)cc1	2	807	0.4%	-0.4	949	i	6.3	0.8	1.2	8.2	i	42	-11	-5	-2.4	1225	i	-3
O=C(NC1CCCCC1)C(c1ccccc1)N(C(=O)c1csnn1)C1CCCC1 (stereo not drawn)	44	742	-0.7%	x	x	i	1.1	x	x	x	i	31	x	x	x	x	x	x
Cc1ccc(S(=O)(=O)NCC(=O)OCC(=O)N(Cc2ccccc2)C(C)(C)C)cc1	-44	589	-0.1%	0.33	1398	i	0.1	4.1	2.3	11	i	7	3	-21	-1.1	545	i	-1
CCOc1ccc(NC(=O)Cn2cc(C(=O)CC)c3ccccc32)cc1	39	416	0.1%	x	x	i	0.2	x	x	x	i	31	x	x	x	x	x	x

Next section; the last 2 above are carried over.
SMILES	Hep lipid drop	Hep lipid drop cells 6.5 µM	West Nile virus CPE	Insulin prom up	Insulin prom up cell count	Myeloid diff 2	Myeloid diff 2 GFP+ MAC1+ %	MT stabilize HCS	MT stabilize HCS Hoechst-high %	MT stabilize HCS cytotoxicity %	T cell HTS	T cell HTS vesicle-bound %	WT yeast gro inh	WT yeast gro inh mutant strain	bCat nuc transl	bCat nuc transl cell count 5 µM	Autophagy mod	Autophagy mod cell loss 18 h
Cc1ccc(S(=O)(=O)NCC(=O)OCC(=O)N(Cc2ccccc2)C(C)(C)C)cc1	-44	589	-0.1%	0.33	1398	i	0.1	4.1	2.3	11	i	7	3	-21	-1.1	545	i	-1
CCOc1ccc(NC(=O)Cn2cc(C(=O)CC)c3ccccc32)cc1	39	416	0.1%	x	x	i	0.2	x	x	x	i	31	x	x	x	x	x	x
O=S(=O)(Cc1ccc(Cl)cc1)c1ccccc1-c1nnc(-c2ccccc2)o1	-69	585	-0.1%	14*	1460*	i	2.3	4.5	2.4	5.8	i	39	0	-8	-3.0	1104	i	-1
Cc1ccc(/C=C(\C#N)C(=O)NCCN2CCOCC2)cc1	0	711	-0.6%	0.61	1097	i	0.6	2.4	2.1	4.7	i	49	11	-5	-4.4	1127	i	11
COc1ccc(/C=C/C(=O)c2ccc(OC)cc2O)cc1	9	769	-0.2%	-0.13	976	i	2.1	2.2	2.0	6.1	i	42	27	1	x	x	i	2
CN(C)S(=O)(=O)N1CCC(c2ccc(F)cc2)C(COc2ccc3c(c2)OCO3)C1 (stereo not drawn)	x	x	-0.3%	-0.37	1260	i	0.6	8.9	1.1	4.1	i	36	28	15	-2.3	857	i	2
O=S(=O)(Nc1ccccc1Cl)c1ccc(NS(=O)(=O)c2cccs2)cc1	-3	848	2.3%	x	x	i	2.1	x	x	x	i	35	x	x	x	x	x	x
Cc1cccc(NC(=O)CCSc2nncn2C)c1	-4	760	-0.3%	x	x	i	1.0	2.9	1.6	2.0	i	60	-3	7	-3.8	569	i	-4
COc1ccc(/C=C2\SC(=S)N(Cc3cccnc3)C2=O)cc1C	-21	608	-0.4%	0.35	1505	i	0.4	2.2	1.7	7.8	i	41	24	11	0.0	1024	i	3
CC(C)CC(NC(=O)C(NC(=O)C1CCC(=O)N1C(=O)OCc1ccccc1)C(C)C)C(=O)N1CCCC1C(N)=O (stereo not drawn)	9	767	0.4%	x	x	i	0.5	x	x	x	i	31	x	x	x	x	x	x
COc1ccc(NS(=O)(=O)c2cc(NC(=O)c3cccs3)ccc2N2CCCC2)cc1	4	673	-1.4%	-0.62	1382	i	0.6	18	9.1	38	i	55	27	11	14	701	i	9
CN(Cc1c(C(=O)N/N=C/c2cccc(Cl)c2)nnn1-c1nonc1N)c1ccccc1	0	730	0.1%	x	x	i	4.1	x	x	x	i	11	x	x	x	x	x	x
Oc1ccc(N=Nc2n[nH]c(-c3ccc(Br)cc3)n2)cc1	12	667	2.5%	-0.7	1485	i	0.9	1.4	1.4	4.1	i	29	2	11	-0.1	1060	i	5

From PubChem

The order is random; overall some 3.9% were active at least once.
